# SUMO Mot1 rescue = inhibitors of SUMOylation pathway: yeast Mot1-301 growth rescue | S. cerevisiae Mot1-301 growth rescue, ATP luminescence, 38.5C; percent above DMSO median, 100 means doubled | 320,000 compounds, 1% hits | growth rescue, % at 18.8 µM;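 active = every valid replicate shows activation above 250% relative to neutral control wells; inactive = the rest, any valid replicate at or below 250%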;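 also: OY570 slx delta 5 strain wells were the positive control but not used for scaling; some compounds called inactive have numbers as strong as hits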
# DSG3 Ab inh = inhibitors of pemphigus antibody binding to human desmoglein-3; DSG3-coupled beads, scFv-anti-DSG3-GFP binding, flow cytometry; hits give low values; binding (percent of control), % at 10 µM; 310,000 compounds, 0.48% hits; AID 588358;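 active = binding more than 3 SD below its plate's average and above zero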;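 also: hits lower antibody fragment binding to DSG3; some compounds called inactive have numbers as strong as hits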
# SR-BI HDL uptake = mouse SR-BI HDL lipid transfer inhibition; ldlA[mSR-BI] CHO cells, DiI-HDL uptake fluorescence, 3 h; inhibition, % at 12.5 µM; 320,000 compounds, 0.96% hits; Q61009;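 active = mean replicate inhibition of at least 70% and a set share of replicates each scoring 70 or more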;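 also: 0% = median of neutral control wells and 100% = median of positive control wells; values of inactives mirror those of a sister screen read the other way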
# PKA-R1A activ = activates the PKA-R1A holoenzyme complex; activation, % at 11.4 µM; P00514+P68181; 340,000 compounds, 0.083% hits; PKA-R1A dissociation, Cy5-IP20 fluorescence polarization; scaled: DMSO 0%, 113 µM cGMP 100%;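 active = percent activation above the mean of all tested compounds plus 3 SD, cut at about 19% in these data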;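 also: higher means more PKAc released from R1A so a rise in polarization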
# PKA-R2B activ = activates the human PKA-R2B holoenzyme complex. P22694+P31323. PKA-R2B holoenzyme dissociation, Cy5-IP20 fluorescence polarization; R2B truncated from residue 108, S112A mutant; 0% DMSO only, 100% 113 µM cGMP. activation, % at 11.4 µM. 340,000 compounds, 0.079% hits;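 active = activation above a cutoff set at the mean over all compounds plus 3 SD, cut at about 18% in these data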;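 also: higher means more holoenzyme dissociation and a rise in polarization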
# SR-BI DiI-HDL act = activators of SR-BI mediated HDL lipid uptake. CHO ldlA[mSR-BI] cells, DiI-HDL uptake fluorescence, 3 h; 100 = double the neutral-control signal. activation, % at 12.5 µM. 320,000 compounds, 0.096% hits. AID 504775;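 active = mean replicate activation of at least 60% and every replicate at or above 60%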;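 also: 0% = median plate neutral-control signal and 100% = twice that signal; values of inactives mirror those of a sister screen read the other way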
#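 System: LDL receptor-deficient CHO ldlA cells overexpressing murine SR-BI | Timing: 3 h uptake period with compound, 37 °C | Medium: HEPES-buffered (25 mM, pH 7.4) F12 plus 0.5% BSA | Dosing: Single-point compound dose | Signal: Bottom-read fluorescence, 550/595 nm | Read-out: Retained DiI signal reflecting DiI-HDL uptake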
# NSD2 HMT inh = blocks human histone methyltransferase NSD2 | NSD2 peptide methylation, AlphaScreen, 120 min | inhibition, % at 12.5 µM | 310,000 compounds, 0.54% hits | AID 743445; in the data active = inhibition above about 50%
# Target sequence (O96028 whole entry, looked up): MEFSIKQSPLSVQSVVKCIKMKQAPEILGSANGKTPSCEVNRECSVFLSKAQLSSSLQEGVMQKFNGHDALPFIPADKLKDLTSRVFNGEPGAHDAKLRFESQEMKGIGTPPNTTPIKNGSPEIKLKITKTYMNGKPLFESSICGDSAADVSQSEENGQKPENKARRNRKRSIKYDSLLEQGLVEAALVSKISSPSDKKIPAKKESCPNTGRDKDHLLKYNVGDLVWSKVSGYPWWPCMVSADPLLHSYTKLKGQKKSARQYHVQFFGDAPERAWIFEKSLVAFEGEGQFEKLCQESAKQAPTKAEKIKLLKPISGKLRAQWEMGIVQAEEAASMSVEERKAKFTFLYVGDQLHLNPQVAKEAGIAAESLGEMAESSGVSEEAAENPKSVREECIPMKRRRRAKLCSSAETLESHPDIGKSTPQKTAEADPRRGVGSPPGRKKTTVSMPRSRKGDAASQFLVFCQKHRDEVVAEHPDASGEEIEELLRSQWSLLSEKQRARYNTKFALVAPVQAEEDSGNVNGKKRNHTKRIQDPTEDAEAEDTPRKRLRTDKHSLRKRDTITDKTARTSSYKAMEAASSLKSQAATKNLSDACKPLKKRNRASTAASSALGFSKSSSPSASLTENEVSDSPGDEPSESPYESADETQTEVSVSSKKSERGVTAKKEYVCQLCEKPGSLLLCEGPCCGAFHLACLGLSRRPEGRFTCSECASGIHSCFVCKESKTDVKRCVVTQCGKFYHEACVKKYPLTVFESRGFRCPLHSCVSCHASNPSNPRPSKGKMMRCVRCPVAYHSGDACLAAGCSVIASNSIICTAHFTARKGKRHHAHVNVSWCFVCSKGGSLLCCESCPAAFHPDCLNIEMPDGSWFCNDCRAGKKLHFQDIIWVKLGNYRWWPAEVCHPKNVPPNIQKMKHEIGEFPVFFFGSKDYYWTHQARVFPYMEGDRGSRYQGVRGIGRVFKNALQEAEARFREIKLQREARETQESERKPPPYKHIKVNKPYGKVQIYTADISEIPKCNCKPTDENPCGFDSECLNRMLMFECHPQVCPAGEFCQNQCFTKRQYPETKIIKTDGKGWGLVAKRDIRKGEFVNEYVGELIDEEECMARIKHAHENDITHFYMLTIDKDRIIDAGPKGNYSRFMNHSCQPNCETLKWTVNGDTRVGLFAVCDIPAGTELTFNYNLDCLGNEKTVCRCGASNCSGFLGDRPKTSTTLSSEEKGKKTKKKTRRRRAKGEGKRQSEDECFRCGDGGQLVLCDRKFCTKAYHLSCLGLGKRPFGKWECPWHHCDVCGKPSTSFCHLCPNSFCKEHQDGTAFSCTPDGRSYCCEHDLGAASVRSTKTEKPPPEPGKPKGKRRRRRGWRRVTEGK
# dFosB activator = mouse delta FosB homodimer activation; purified delta FosB, TAMRA-CDK5 oligo fluorescence polarization; percent of positive-control signal above neutral wells; 340,000 compounds, 0.99% hits; AID 493131; activation, % at 25 µM;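 active = mean activation above about 17%, with every replicate also reaching it, limit read from the data, passing the limit was not always enough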;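 also: fluorescence polarization rise as delta FosB binds a TAMRA Cdk5 AP-1 oligo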
# CDK5 inh = CDK5/p35 (human) kinase inhibition; 330,000 compounds, 0.01% hits; inhibition, % at 10 µM; Recombinant CDK5/p35, ADP-Glo luminescence, 60 min; Q00535+Q15078; AID 488839;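 active = highest replicate inhibition of at least 50% and at least 75% of replicates reaching 50%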;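 also: plate controls were DMSO neutral control for no effect and GW8510 at 10 µM for full effect; many of its hits are not listed in these tables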
# MITF TRPM1 HTS = MITF TRPM1 promoter activation in melanoma cells. SK-MEL-5 TRPM1-promoter luciferase, 24 h; % of positive control, neutral wells = 0. activation, % at 12.5 µM. 300,000 compounds, 0.75% hits;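 active = mean activation of at least 80% with every replicate also reaching 80%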;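 also: 0% = neutral control wells and 100% = parthenolide positive control wells; values of inactives mirror those of a sister screen read the other way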
# Arr AP2 block = inhibitors of human beta-arrestin and AP2 interaction | FITC-arrestin peptide / GST-AP2 beads, flow cytometry; AP2 beta2 appendage carries R879A mutation | inhibition, % at 10 µM | 340,000 compounds, 0.31% hits | AID 504490;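 active = inhibition above a set limit, near 3 SD of compounds lacking own fluorescence, cut at about 54% in these data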;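 also: plate controls were DMSO wells for no effect and 5 µM unlabelled arrestin peptide for full effect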
#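 test system = AP2 appendage R879A on GSH beads | buffer or medium = PBS plus Tween 20 (0.05%) and BSA (0.1%) | incubation = 12 min plus 1 h, RT | detection = bead flow cytometry, FITC channel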
# * = called active by the depositor; . = no result given.
SMILES,SUMO Mot1 rescue,DSG3 Ab inh,SR-BI HDL uptake,PKA-R1A activ,PKA-R2B activ,SR-BI DiI-HDL act,NSD2 HMT inh,dFosB activator,CDK5 inh,MITF TRPM1 HTS,Arr AP2 block
Cc1oc(-c2ccccc2Cl)nc1CS(=O)CC(=O)NCCc1ccccc1 (configuration not stated),-25.8,.,2.7,-0.9,-1.9,-2.7,-1.6,-4.3,-0.1,7.6,1.6
COc1ccc(C(=O)N/N=C(\C)Cn2cnc([N+](=O)[O-])n2)cc1,-2.9,96.2,0.4,-0.3,-3.4,-0.4,-1.9,-10.9,.,1.6,-5.5
COC(=O)N/N=C/c1cccnc1,3.5,104.7,3.0,2.6,-7.0,-3.0,-1.9,-1.6,-4.3,-1.2,-6.7
S=c1nc2ccccc2c2nc(-c3ccccc3Br)[nH]n12,34.1,112.3,-4.2,1.8,-2.4,4.2,-3.8,-0.8,-0.9,-10.9,-24.9
CC(C)(CO)CN1CCC(n2nccc2NC(=O)C2CCCC2)CC1,-11.7,100.3,-7.3,4.8,-0.7,7.3,-1.1,-7.2,0.6,-1.9,1.3
COc1cc2ncnc(NCc3ccco3)c2cc1OC,174.9,108.0,-20.8,-4.2,2.7,20.8,2.1,-1.8,1.0,-10.3,1.3
Cc1ccc(S(=O)(=O)NN2C(=O)c3ccccc3NC2C)cc1 (configuration not stated),11.0,.,-20.6,2.1,3.5,20.6,-2.7,-1.2,0.4,4.1,3.8
O=C(Nc1ccc2ccccc2n1)c1ccccc1,12.9,105.2,19.9,8.4,-3.1,-19.9,-3.1,-9.7,1.4,29.3,0.8
O=C(Nc1ccccn1)c1c(O)c2cccc3c2n(c1=O)CCC3,.,106.7,-2.2,-6.3,6.5,2.2,-1.3,-17.7,1.5,7.5,8.8
CN1CCN(CC(=O)c2cc(C(C)(C)C)c(O)c(C(C)(C)C)c2)CC1,-29.4,110.1,5.1,-9.0,-11.1,-5.1,1.9,-7.0,-0.7,12.5,-17.4
Cc1ccc(Cn2ccsc2=NC(=O)CCl)cc1,-27.7,95.6,-11.8,-9.0,5.3,11.9,25.8,4.5,-0.3,-42.3,-9.0
Cc1cccc(-c2nc3ccccc3c(=O)n2N)c1,-1.6,90.7,11.1,-4.6,-4.4,-11.1,-4.5,3.6,1.2,-1.7,19.5
O=C(NCC1CCN(c2ccc(S(=O)(=O)N3CCOCC3)cc2)CC1)Nc1ccccc1,75.2,117.0,.,-7.9,-5.7,.,2.2,-1.1,0.0,0.7,11.6
CCN(CC)c1nc(N2CCOCC2)nc2ccccc12,-4.0,95.9,-1.2,-4.5,6.7,1.2,-9.0,1.1,0.6,-6.2,40.2
Cc1ncoc1C(=O)Nc1cccc(Cl)c1,2.2,93.4,0.7,2.4,7.1,-0.7,0.8,-12.1,0.6,24.8,3.2
COc1ccccc1CNC(=O)[C@H](Cc1c[nH]c2ccccc12)NC(=O)[C@@H]1Cc2ccccc2CN1,28.8,106.5,6.9,3.5,-14.3,-6.9,.,0.4,-2.0,-4.1,4.3
CCN1C(=O)c2cccc3c(S(=O)(=O)Nc4ccccc4)ccc1c23,-10.3,.,-2.3,1.1,4.9,2.3,-8.0,-3.9,0.7,.,29.0
CC12CC(=O)C3C(CCC4=CC(=O)CCC43C)C1CC=C2CC(=O)O (configuration not stated),.,112.7,-12.9,-5.8,-6.9,12.9,0.5,-1.1,-0.3,8.9,-0.5
CCOC(=O)N1CCC(N2CCN(C3CCCC3)C(CCO)C2)CC1 (configuration not stated),221.3,92.9,-17.1,-5.7,-2.1,17.1,-5.4,1.7,1.7,0.5,-5.5
Cc1c(C(=O)C(=O)NCCc2ccc(S(N)(=O)=O)cc2)c2ccccc2n1C,-23.0,80.0,5.4,-3.8,-2.3,-5.4,-5.2,-1.3,2.8,-2.2,8.5
O=C(Nc1cccc(F)c1)[C@@H]1CCCN1,2.5,100.4,-19.1,4.3,7.2,19.1,9.9,-4.7,-0.1,-2.4,34.0
O=[N+]([O-])c1cc([N+](=O)[O-])c(N2CCCCCC2)cc1NCCO,-10.8,107.1,7.2,-7.4,3.7,-7.2,-0.4,6.5,0.6,10.7,11.5
Cc1ccc(Cn2c(O)c(N=NC(=S)Nc3ccccc3F)c3ccccc32)cc1,10.4,99.8,12.8,3.3,6.3,-12.8,2.1,-8.0,-0.4,-13.1,49.2
O=C(CN1CCN(c2ccccc2)CC1)Nc1ccccc1C(F)(F)F,0.3,.,10.2,-6.7,2.5,-10.2,-6.5,0.4,0.4,-4.6,0.1
Cc1cc(C)nc(N(C#N)CN2C(=O)c3ccccc3S2(=O)=O)n1,-4.3,.,-16.7,-7.2,-9.8,16.7,-0.2,3.6,0.4,-12.4,-8.0
O=C(Cc1ccc(-c2ccccc2)cc1)Nc1ccccc1,-4.8,113.0,.,2.7,-7.5,.,-2.9,-3.5,0.1,28.6,18.3
C/C(=N\NC(=O)c1cccs1)c1ccncc1,-23.1,97.5,-16.4,4.5,-5.5,16.4,0.2,1.5,0.4,16.4,-12.1
N#CCC(=O)Nc1ccc(C(=O)OCC(=O)c2ccc3c(c2)NC(=O)CO3)cc1,10.9,.,-34.8,-5.7,-1.4,34.8,0.3,10.7,2.4,1.6,19.3
Cc1csc(Nc2ccc(Cl)cc2)n1,13.8,.,-12.3,9.4,15.4,12.3,2.4,3.1,0.3,77.7,-25.5
O=C(CCN1C(=O)S/C(=C/c2ccccc2)C1=O)Nc1ccc(O)c(C(=O)O)c1,435.0*,131.4,-40.4,7.1,-5.6,40.4,2.3,4.6,-1.0,-4.6,-12.7
CC1CCN(C(=O)Cn2nnnc2CN2CCOCC2)CC1,.,.,-21.6,8.2,1.7,21.6,0.3,4.1,-0.6,-4.3,33.3
CNc1nc(Oc2ccc(=O)n(C)n2)nc(N2CCOCC2)n1,-1.1,97.8,1.5,-0.5,-6.3,-1.5,-0.4,0.0,-1.3,-7.0,-14.1
COc1ccc(OC2OC3COC(c4ccco4)OC3C(O)C2NC(C)=O)cc1 (configuration not stated),8.2,89.8,-32.8,4.3,2.9,32.8,-2.6,-2.8,.,-3.7,7.0
Cc1cc(C)c(NC(=O)CS(=O)CC(=O)N2CCN(c3ccccc3)CC2)c(C)c1 (configuration not stated),15.1,104.1,-20.4,-1.2,-3.5,20.4,-0.5,-4.0,-2.1,-7.2,11.8
Cc1cc(=O)n2c3ccccc3n(CC(O)CN3CCCC3)c2c1C#N (configuration not stated),19.1,96.1,-21.8,4.7,1.1,21.8,2.6,1.3,2.5,16.3,12.9
CC(=O)Nc1ccc(NC(=O)N(c2ccccc2)c2ccccc2)cc1,134.4,.,-17.5,4.3,-3.4,17.5,-1.2,-2.6,0.5,10.3,-7.8
CCCN(CCC)Cc1c(C(=O)N/N=C/c2ccc(Br)cc2)nnn1-c1nonc1N,-30.4,.,6.3,-0.4,-16.0,-6.3,-1.3,-27.2,1.8,-3.3,-6.7
COc1ccccc1C(=O)NC(=O)COC(=O)c1nc(Cl)ccc1Cl,-1.0,101.0,-24.5,-5.4,0.1,24.5,-6.5,-6.8,0.9,1.9,23.7
COc1ccc(C(=O)O)cc1S(=O)(=O)Nc1ccc2cn[nH]c2c1,-2.1,117.6,3.3,-3.7,-3.1,-3.3,2.2,0.4,-1.6,-22.1,20.3
CC12CCC3C(CCC4N(CCO)CCC34C)C1CCC2O (configuration not stated),-5.1,110.8,-29.9,0.7,2.2,29.9,4.2,-1.0,-1.6,0.9,2.7
O=C(Nn1cnc2ccccc2c1=O)c1ccc(Cl)c([N+](=O)[O-])c1,-10.7,99.3,-28.7,6.0,-7.3,28.7,-0.3,-4.3,-0.3,9.6,32.9
COc1ccc(-c2ccc(CCC(=O)O)n2C(C)C)cc1,16.3,85.2,6.5,4.5,-9.8,-6.5,0.4,-0.5,-2.0,-13.3,4.9
COc1ccccc1OCCC(=O)OCC(=O)Nc1cccc(Br)c1,-9.5,96.2,-1.0,-3.5,0.0,1.0,-3.2,-4.5,0.5,1.8,-3.2
Cc1cc(C(=O)Cn2nnc(-c3ccc(Cl)cc3)n2)c(C)n1-c1ccccc1,2.7,105.4,-1.8,-2.2,-4.6,1.8,-0.8,-6.3,-0.2,-10.8,-7.7
Cc1c(NC(=O)C(C)OC(=O)CCC2CCCC2)c(=O)n(-c2ccccc2)n1C (configuration not stated),-1.4,100.7,-8.1,-12.3,14.8,8.1,-0.9,-2.3,-0.1,-7.5,-6.5
CCOc1cc(C(=O)N2CCCN(C)CC2)cc(OCC)c1OCC,37.8,115.6,-24.9,-1.9,5.8,24.9,-0.2,-2.6,1.7,.,11.1
O=C(COC(=O)C1=NN(c2ccccc2)C(=O)CC1)Nc1ccc([N+](=O)[O-])cc1C(F)(F)F,-11.3,106.3,-15.9,-5.2,4.9,16.0,0.3,-9.8,0.7,-9.1,-13.9
Cc1ccc(F)c(C2=CC(=O)C[C@H](c3ccc(F)cc3)C2)c1,0.2,105.7,19.8,-11.8,-10.3,-19.8,.,2.4,1.1,4.3,-6.7
CO/N=C/NC(=O)C1=NOC(CNc2ncc(C(F)(F)F)cc2Cl)C1 (configuration not stated),16.6,106.4,-3.0,-7.0,-4.2,3.0,-2.4,-9.0,1.7,-2.1,-3.2
COc1ccccc1CC(NC(C)=O)C(=O)NC1CCN(C(=O)Nc2ccc(F)cc2)CC1 (configuration not stated),-21.6,103.4,-19.9,-0.2,0.6,19.9,2.0,-8.7,-0.2,-3.6,-1.3

# Profiles as entered above:
# COc1ccccc1CC(NC(C)=O)C(=O)NC1CCN(C(=O)Nc2ccc(F)cc2)CC1 (configuration not stated) is listed with SUMO Mot1 rescue: -21.6; DSG3 Ab inh: 103.4; SR-BI HDL uptake: -19.9; PKA-R1A activ: -0.2; PKA-R2B activ: 0.6; SR-BI DiI-HDL act: 19.9; NSD2 HMT inh: 2.0; dFosB activator: -8.7; CDK5 inh: -0.2; MITF TRPM1 HTS: -3.6; Arr AP2 block: -1.3
# Cc1ccc(F)c(C2=CC(=O)C[C@H](c3ccc(F)cc3)C2)c1 is listed with SUMO Mot1 rescue: 0.2; DSG3 Ab inh: 105.7; SR-BI HDL uptake: 19.8; PKA-R1A activ: -11.8; PKA-R2B activ: -10.3; SR-BI DiI-HDL act: -19.8; NSD2 HMT inh: .; dFosB activator: 2.4; CDK5 inh: 1.1; MITF TRPM1 HTS: 4.3; Arr AP2 block: -6.7

# Screening data (PubChem)
